KDM5B inhibitor: Primary screen for KDM5B Histone Demethylases FDH-coupled qHTS; Lysine-specific demethylase 5B (Homo sapiens), Q9UGL1; KDM5B demethylase, FDH-coupled NADH fluorescence (FDH is formaldehyde dehydrogenase); Potency, µM (titrated, usually from 57.7 µM), for inactives: at the top dose activity change, negative = inhibition, hits mostly inhibitors; actives 2.6% (n = 220,000); active means well fitted inhibition curve with a large enough effect; inconclusive means small, poorly fitted or top-dose-only effect; inactive means no such curve, though single readings can be large or run the other way; further: 0% is about no effect; nearly all actives have a fitted effect of over 70% in size
Target sequence (Q9UGL1 whole entry, looked up): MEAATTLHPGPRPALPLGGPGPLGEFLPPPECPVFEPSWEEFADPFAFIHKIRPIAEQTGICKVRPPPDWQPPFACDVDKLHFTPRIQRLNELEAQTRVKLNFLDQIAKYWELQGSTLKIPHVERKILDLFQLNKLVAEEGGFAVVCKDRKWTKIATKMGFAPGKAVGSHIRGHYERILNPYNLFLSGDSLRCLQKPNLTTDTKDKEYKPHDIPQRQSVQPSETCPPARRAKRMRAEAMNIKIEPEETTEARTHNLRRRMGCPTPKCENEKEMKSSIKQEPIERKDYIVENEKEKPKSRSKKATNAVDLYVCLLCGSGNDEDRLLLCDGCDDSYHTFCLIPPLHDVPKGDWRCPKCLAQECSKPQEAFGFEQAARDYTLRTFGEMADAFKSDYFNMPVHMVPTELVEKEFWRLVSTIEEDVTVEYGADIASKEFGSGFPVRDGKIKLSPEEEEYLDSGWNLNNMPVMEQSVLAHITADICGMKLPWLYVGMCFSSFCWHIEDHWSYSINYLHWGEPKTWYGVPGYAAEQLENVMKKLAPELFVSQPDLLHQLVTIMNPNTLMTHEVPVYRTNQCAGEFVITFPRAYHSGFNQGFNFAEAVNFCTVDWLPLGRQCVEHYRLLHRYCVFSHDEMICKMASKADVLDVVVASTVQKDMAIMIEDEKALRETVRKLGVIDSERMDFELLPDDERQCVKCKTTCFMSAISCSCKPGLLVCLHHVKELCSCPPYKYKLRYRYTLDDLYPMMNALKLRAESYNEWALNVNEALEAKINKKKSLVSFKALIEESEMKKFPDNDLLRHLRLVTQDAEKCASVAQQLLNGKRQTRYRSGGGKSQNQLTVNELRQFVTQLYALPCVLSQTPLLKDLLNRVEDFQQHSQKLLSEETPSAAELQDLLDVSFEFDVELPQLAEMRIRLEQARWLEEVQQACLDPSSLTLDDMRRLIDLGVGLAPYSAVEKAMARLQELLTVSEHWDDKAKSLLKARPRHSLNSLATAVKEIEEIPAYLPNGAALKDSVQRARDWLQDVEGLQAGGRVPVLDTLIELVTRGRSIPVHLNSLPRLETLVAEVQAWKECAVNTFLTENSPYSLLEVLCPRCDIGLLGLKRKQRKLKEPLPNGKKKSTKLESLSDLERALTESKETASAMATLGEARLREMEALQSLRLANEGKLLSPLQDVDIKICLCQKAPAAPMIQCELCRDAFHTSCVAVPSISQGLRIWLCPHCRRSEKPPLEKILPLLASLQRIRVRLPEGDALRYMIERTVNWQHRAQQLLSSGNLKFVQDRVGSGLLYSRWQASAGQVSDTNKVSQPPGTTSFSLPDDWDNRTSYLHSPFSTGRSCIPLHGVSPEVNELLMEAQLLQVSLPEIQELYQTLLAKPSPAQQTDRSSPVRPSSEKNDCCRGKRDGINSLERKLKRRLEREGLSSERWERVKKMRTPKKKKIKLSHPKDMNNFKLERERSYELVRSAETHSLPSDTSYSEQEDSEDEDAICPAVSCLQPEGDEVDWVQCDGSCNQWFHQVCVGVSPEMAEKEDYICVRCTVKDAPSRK
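Here, H3K4me3 peptide (12.5 µM in substrate mix) is demethylated by KDM5BΔAP, 200 nM final, after 10 min compound exposure. Formaldehyde product is coupled through FDH (0.25 U/mL in mix) to NADH fluorescence; 30-min ΔRFU feeds dose-response curves.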
* hit, by the source's call; i = inactive; ? = inconclusive; [ ] = dose if it differs, or a comment. Potency means the concentration at half of the fitted maximal effect. These rows are one share of the data; count on the stated rates, not on these rows.

KDM5B inhibitor	molecule
-13%	CCS(=O)(=O)N1CCC(c2noc(COc3ccc(F)cc3)n2)C1 (stereo not given)
9%	O=C(COc1ccccc1F)Nc1nnc(SCc2cc(=O)n3ccccc3n2)s1
-13%[86.2 µM]	Fc1ccc(CNC2(Cc3cc(-c4ccc(F)cc4)on3)COC2)cc1
11%	Fc1ccc(-c2cc(-c3nc(-c4ccc(Cl)cc4)no3)[nH]n2)cc1
?	CN1Cc2c(cc(N3CCOCC3)nc2-c2cccc(F)c2)C1=O
?	N#C/C(=C/c1ccc(F)cc1)C(=O)Nc1cccc2ncccc12
-19%	CCN(Cc1ccc(Br)s1)C(=O)Cn1nnc(-c2ccccc2)n1
?	O=C(Nc1cccc(F)c1F)C1CCN(c2ncccn2)CC1
?	C=CCOC(=O)C1=C(C)N=C2SC=C(CC(=O)NCc3ccco3)N2C1c1cccc(C)c1 (stereo not given)
28µM*	O=C1CC2CCN(C(=O)c3ccccc3)CC2CCN1 (stereo not given)

Next part.
KDM5B inhibitor	molecule
19%	Cc1ccc(C(=O)N2CC3CC(C2)[C@H]2CCCC(=O)N2C3)s1 (stereo not given in full)
-13%	CCOCC(=O)N1CCC2(CC1)CC(Cc1nc(-c3ccncc3)no1)CCO2 (stereo not given)
-2%	COc1cccc(Nc2nc(-c3ccc4c(c3)CCC(=O)N4)cs2)c1
?	O=C(CN1C(=O)COc2ccccc21)N1CCN(C2CCCCC2)CC1
9%	O=C(Nc1ccccc1)Nc1ccc(-c2nnc3n2CCCC3)cc1
-8%	COc1cc(/C=C2\Oc3cc(OS(C)(=O)=O)ccc3C2=O)cc(OC)c1OC
?	CCOC(=O)c1cc2c(=O)n3ccccc3nc2n(CCOC)c1=NC(=O)C(C)(C)Oc1ccc(Cl)cc1
26%	Fc1ccc(CSC2=NCCN2)c(Br)c1
-14%	CC(C)c1ccc(NC(=O)C2(Cc3cccnc3)CCCCC(=O)N2)cc1 (stereo not given)
-26%[115 µM]	COCCNC(=O)c1cc(-c2ccccc2C(F)(F)F)nc2onc(C3CCCN3)c12 (stereo not given)

The listing continues:
KDM5B inhibitor	molecule
4%	COCCNC(=O)C1c2ccccc2C(=O)N(CC(C)C)C12CCCCC2 (stereo not given)
10%	O=C(Nc1cccnc1)c1ccc(Br)c(S(=O)(=O)N2CCCC2)c1
-15%	Cc1nnc2ccc(NC(C)C)nn12
?	CC(=O)NC1(C)CCN(Cc2cccc(-c3cccc(Cl)c3)c2)C1 (stereo not given)
11%	COc1cccc(C(=O)C2COC(=O)C2)c1 (stereo not given)
8%	CC(=O)Nc1ccc(NC(=O)c2csc(NCCC(C)C)n2)cc1
?	CCOc1ccc(/C=C/c2nc(C#N)c(N3CCN(CC)CC3)o2)cc1
-10%	Cc1nn(-c2ccc(N3CCOCC3)nn2)c(C)c1CCC(=O)NCc1ccco1
?	Cc1ccc(/C=N/Nc2ccc3ccccc3n2)s1
?	CC1CCCC/C1=N\NC(=S)Nc1ccccc1C(F)(F)F (stereo not given)

Remaining list, next part:
KDM5B inhibitor	molecule
12%	Cc1ccc(F)cc1C(=O)Nc1nc(C)c(C)s1
14%[86.2 µM]	COc1ccc(C(=O)N2CCCn3nc(C)c(-c4ccccc4-c4ccccc4)c32)cn1
28%	O=C1CSC(c2ccc(Cl)cc2)N1c1cccnc1 (stereo not given)
?	COc1ccc(CCNc2nc3cc(OC)c(OC)cc3c3nc(-c4cccnc4)nn23)cc1OC
1%[86.2 µM]	O=C(C1CC1)N1C[C@@H]2OCC(=O)N(Cc3ccccc3)[C@@H]2C1
-1%	CSc1ncccc1C(=O)OCC(=O)c1[nH]c(C)c(C(C)=O)c1C
22%	O=C(c1ccccc1Cl)N1CCCC(c2nn(-c3ccc(F)cc3)c(=O)[nH]2)C1 (stereo not given)
26%	COc1ccc(OC)c(S(=O)(=O)N2CCC(C(=O)NCc3ccc4c(c3)OCO4)CC2)c1
?	Cc1ccc(S(=O)(=O)Nc2nc3c(s2)C[C@@H]2[C@](C)(CO)[C@H](O)CC[C@@]2(C)[C@@H]3CC(=O)O)cc1
4%	CCn1cc(S(=O)(=O)N2CCCC(Cc3ncc(C)n3Cc3ccccc3)C2)cn1 (stereo not given)

Carrying on.
KDM5B inhibitor	molecule
9%	CCOC(=O)c1cccc(Nc2nc3ccccc3nc2NS(=O)(=O)c2ccc(C)cc2)c1
-7%	COc1ccc(NC(=O)C2CCN(S(=O)(=O)c3cc(-c4noc(C)n4)ccc3C)CC2)cc1
27%[86.2 µM]	CS(=O)(=O)c1ccc(OC[C@H]2C[C@@H](NC(=O)Nc3ccccc3)[C@H](O)[C@@H]2O)cc1
?	CN(C)c1ccc(/C=N/Nc2ccccc2Cl)cc1
-27%	CCOc1cc(/C=C(\C#N)C(=O)Nc2ccc(C)cc2)ccc1OCc1cc(=O)n2nc(CC)sc2n1
?	CCc1c(C)[nH]c2ccc(OC)cc2c1=O
-2%	COc1ccc(C)cc1-c1csc(N)c1C#N
27%	CCn1c(CC(=O)Nc2ccc(F)cc2)nnc1SCC(=O)Nc1nnc(C)s1
?	Cc1ccc(CNC(=O)c2ccc(Cn3c(SCc4ccc(F)cc4)nc4cccnc43)cc2)o1
?	COc1cccc(C(=O)Nc2ccc3oc(-c4ccccc4Cl)nc3c2)c1

Reprinted at random: 6 compounds from above, in no set order.
KDM5B inhibitor	molecule
27%[86.2 µM]	CS(=O)(=O)c1ccc(OC[C@H]2C[C@@H](NC(=O)Nc3ccccc3)[C@H](O)[C@@H]2O)cc1
-27%	CCOc1cc(/C=C(\C#N)C(=O)Nc2ccc(C)cc2)ccc1OCc1cc(=O)n2nc(CC)sc2n1
?	Cc1ccc(CNC(=O)c2ccc(Cn3c(SCc4ccc(F)cc4)nc4cccnc43)cc2)o1
?	CN(C)c1ccc(/C=N/Nc2ccccc2Cl)cc1
27%	CCn1c(CC(=O)Nc2ccc(F)cc2)nnc1SCC(=O)Nc1nnc(C)s1
9%	CCOC(=O)c1cccc(Nc2nc3ccccc3nc2NS(=O)(=O)c2ccc(C)cc2)c1

Remaining list, next part
KDM5B inhibitor	molecule
9%	CCCCn1nnc(NC(=O)COc2ccc(Cl)cc2Cl)n1
-9%	CN(C)S(=O)(=O)N1[C@@H]2CC[C@H]1CC(NC(=O)c1ccc(F)cc1)C2 (stereo not given in full)
-10%	CCCc1nc(C)n2ccn(Cc3cccc(C#N)c3)c(=O)c12
-10%	COCc1cc(=O)n(CC(=O)Nc2cccc(Cl)c2)c(N2CCOCC2)n1
-20%	COc1ccccc1NCc1cccn1-c1nnc(N2CCCCCC2)s1
-27%[86.2 µM]	CN(Cc1cccc2ccccc12)C1CCc2ccccc21 (stereo not given)
4%	O=C([C@@H]1C[C@H](Oc2ccccc2)CN1C(=O)C1CCC1)N1CCCC1
-10%	CCOc1cccc(C(=O)N2CCCCC2CCN2CCCCC2)c1 (stereo not given)
-18%	CC(O)c1cc2n(n1)CCCN(Cc1cccc(OC3CCCC3)c1)C2 (stereo not given)
25%	Cc1oc2cc(OCC(=O)NCC(=O)O)ccc2c(=O)c1-c1ccc(Cl)cc1

(listing goes on)
KDM5B inhibitor	molecule
26%	COc1ccc(CC(=O)Nc2ccc([C@H]3OCC(=O)N(C4CCOCC4)[C@@H]3CO)cc2)cc1
-12%	Cc1ccc(Nc2ccc(C)cc2)cc1
-64%	CC1=C(C(=O)Nc2ccccc2)C(c2ccc(O)cc2)n2nc(-c3ccc(Cl)cc3)nc2N1 (stereo not given)
20%	CCc1cnc2c(c1SCC(=O)Nc1ccc(C(=O)OC)cc1)c(=O)n(C)c(=O)n2C
-7%	O=C(COC(=O)CCc1c[nH]c2ccccc12)NCC(F)(F)F
23%	O=C(C1CCCC1)N1CCC(CCOc2ccc(F)cc2)C1 (stereo not given)
?	COc1ccc(-c2cc3c(=O)n(CCNC(=O)c4n[nH]c5c4CCCC5)ccn3n2)cc1
-29%	CCn1cc(C(=O)N2CCN(c3ccccc3OC)CC2)c(=O)c2cc(S(=O)(=O)N3CCC(C)CC3)ccc21
4%	CN(C)C[C@H]1C[C@@H](CO)CN(C(=O)CN2CCC(c3ccccc3)CC2)C1
0%	O=C(CSc1nc2c([nH]c3ccccc32)c(=O)n1-c1cccc(Cl)c1)NCc1ccccc1

Further results follow.
KDM5B inhibitor	molecule
2%[86.2 µM]	CCC(CC)C(=O)Nc1ccc([C@H]2OCC(=O)N(C)[C@@H]2CO)cc1
23%	CCCc1noc(-c2cn(C3CCN(C(=O)Cc4cccc(F)c4)CC3)nn2)n1
-24%	O=C(CCCCn1c(=O)c2ccccc2n(Cc2ccc(Cl)cc2)c1=O)NCc1ccccc1Cl
17%	O=C(c1ccc(F)c(F)c1)N1CCN(C(=O)c2nnn3c2COC(c2ccccc2)C3)CC1 (stereo not given)
14%[86.2 µM]	COCCNC(=O)C1(C)CCCc2cnc(Nc3ccccc3)nc21 (stereo not given)
13%	COc1ccc(-n2ncc3c2ncn2nc(-c4ccc(OC)c(OC)c4)nc32)cc1
-23%	Cc1ccc(NC(=O)N[C@@H](Cc2ccccc2)C(=O)N2CCCOCCNC(=O)CC2)cc1C
1%	N=CC1=C(O)CC(c2ccccc2)CC1=O (stereo not given)
?	Cc1cccc(C)c1NC(=O)CN1C(=O)c2cccc3cccc1c23
2%	O=C1CCC2(C(=O)NCCN3CCOCC3)CCCC=C2N1c1ccccc1 (stereo not given)

(more compounds)
KDM5B inhibitor	molecule
28%	CC(Sc1ccc(Cl)cc1)C(=O)O (stereo not given)
-18%	Cc1ccc(S(=O)(=O)c2cn(CC(=O)Nc3ccc(Cl)cc3)c3ccc(F)cc3c2=O)cc1C
-6%	Cn1nnnc1SCCCNCc1cc(Br)ccc1OCc1ccccc1F
?	O=S(=O)(Cc1ccccc1)N[C@H]1CO[C@H]2[C@@H]1OC[C@@H]2Nc1nccc(-c2cccc(F)c2)n1
7%	Fc1ccccc1-c1ccc(CNc2ncn[nH]2)o1
-9%	CCOc1ccc(CN(C)C(=O)c2nn(Cc3ccccc3)c(=O)c3ccccc23)cc1OC
-23%	COc1ccc2c(c1)CCc1c(C(=O)Nc3ccc(OC)cc3OC)noc1-2
-8%	COc1cccc(CNC(=O)c2noc(-c3ccc(C)cc3)n2)c1
-15%	COc1c(CNC(C)c2nnc3n2CCCCC3)c(C)nn1C (stereo not given)
-2%	O=S(=O)(Nc1ccc(Br)cc1F)c1ccccc1

(continued)
KDM5B inhibitor	molecule
-9%	Cc1cccc(-c2nc3c4ccccc4n(Cc4cccc(Cl)c4)c(=O)n3n2)c1
-8%	N#C/C(=C\c1ccc(Cl)cc1Cl)c1nc(-c2cccc(Cl)c2)cs1
2%	O=C(Nc1ccc([C@@H](O)[C@H]2COCC(=O)N2Cc2ccc(F)cc2)cc1)c1ccnc(Cl)c1
10%	Cc1cc(C)c2c(C)c(C(=O)Nc3nonc3-c3cccs3)oc2c1
5%	O=C(Cc1ccccc1)N1CCC(c2noc(-c3cnccn3)n2)C1 (stereo not given)
-10%	CCc1nc2ccccc2c(C)c1C(=O)O
4%	Cc1cc(N2CCOCC2)nc(Nc2ccc(NC(=O)CC(C)(C)C)cc2)n1
-24%	Cc1cc(C)c(C#N)c(-c2ccc(C(C)N3CCOCC3)cc2)n1 (stereo not given)
-22%	CC(C)NC(=O)COCc1cc(-c2ccc3c(c2)OCO3)on1
20%	CCOc1ccc(-c2nc3c4c5c(sc4ncn3n2)COC(C)(C)C5)cc1

Continued:
KDM5B inhibitor	molecule
-29%	Cc1ccc(C(=O)NC[C@H]2O[C@@H](CC(=O)N3CCN(c4ccccn4)CC3)[C@H](O)[C@@H]2O)cc1
74%[activator][86.2 µM]	CS(=O)(=O)c1ccc(-c2cnc([C@@H]3COCCN3C3CCNCC3)[nH]2)cc1
32µM*	O=C(Nc1ccc(Cl)cc1)c1nc2c(o1)CCN(Cc1cc(F)ccc1F)CC2
14%	Cc1cccc(Cn2cnc3c(cnn3-c3ccc(Cl)cc3)c2=O)c1
13%	O=C(O)c1ccccc1C(=O)Cc1ccc(I)cc1
?	CNC(=O)c1ccc(-c2nc(CN3CCN(C(=O)Nc4ccccc4Cl)CC3)c(C)o2)cc1
-11%	COc1cccc(-c2noc(CCCC(=O)N[C@H]3C[C@@H]4OCC[C@H]34)n2)c1
-2%	COc1cccc(-c2nc(COc3ccccc3C#N)cs2)c1OC
13%	COC(=O)c1cccc(NC(=O)c2cc(=O)c3cc(C)ccc3o2)c1
16%	O=C(CCc1ncc(-c2ccccc2Cl)o1)NCc1ccccc1Cl

Next section:
KDM5B inhibitor	molecule
25µM*	Cc1ccc(C(=O)N2CCC3(CC2)CC(=O)c2ccccc2O3)cc1
-14%	COc1ccc2cnn(CC(=O)Nc3ccc(F)c(Cl)c3)c(=O)c2c1OC
-23%	Cc1cccc(CCNC(=O)C2CCC(CNS(=O)(=O)c3c(C)cc(C)cc3C)CC2)c1 (stereo not given)
-59%	Cc1ccc(CNC(=O)C2CCN(Cc3ccc(C(F)(F)F)cc3)CC2)cc1
-7%	COc1cc(OC)c(NC(=O)CN2C(=O)NC3(CCC(C)CC3)C2=O)cc1Cl (stereo not given)
-18%	Cc1ccccc1C(=O)N1CC=C(c2c[nH]c3ccccc23)CC1
i	COc1ccc(CNC(=O)Cc2c(C)c3cc(Cl)c(O)cc3oc2=O)cc1
-37%[86.2 µM]	CNC(=O)C1(N2CCC[C@H]2C(=O)N2CCC[C@@H]2COC)CCCCC1
?	O=C(NC1CCN(c2cc(-c3cccs3)[nH]n2)C1)c1cccc(Cl)c1 (stereo not given)

Entries listed so far printed as active in KDM5B inhibitor:
KDM5B inhibitor	molecule
28µM*	O=C1CC2CCN(C(=O)c3ccccc3)CC2CCN1 (stereo not given)
32µM*	O=C(Nc1ccc(Cl)cc1)c1nc2c(o1)CCN(Cc1cc(F)ccc1F)CC2
25µM*	Cc1ccc(C(=O)N2CCC3(CC2)CC(=O)c2ccccc2O3)cc1

High-throughput results from PubChem BioAssay.
